Source: PubChem BioAssay
GLP-1R inv ag – qHTS of GLP-1 Receptor Inverse Agonists (Inhibition Mode); HEK293 GLP-1R CRE-luciferase, luminescence, 24 h; GLP-1R form is constitutively active; Potency, µM (top dose mostly 38.3 µM), for inactives: at the highest dose activity change, negative = inhibition, hits mostly inhibitors; actives 1.6% (n = 410,000); also: potency is read from the fitted curve at half-maximal effect; % is scaled to controls: 0 for no effect and ±100 for the full control effect; nearly all actives have a fitted effect of over 55% in size
Target sequence (P43220 whole entry, looked up): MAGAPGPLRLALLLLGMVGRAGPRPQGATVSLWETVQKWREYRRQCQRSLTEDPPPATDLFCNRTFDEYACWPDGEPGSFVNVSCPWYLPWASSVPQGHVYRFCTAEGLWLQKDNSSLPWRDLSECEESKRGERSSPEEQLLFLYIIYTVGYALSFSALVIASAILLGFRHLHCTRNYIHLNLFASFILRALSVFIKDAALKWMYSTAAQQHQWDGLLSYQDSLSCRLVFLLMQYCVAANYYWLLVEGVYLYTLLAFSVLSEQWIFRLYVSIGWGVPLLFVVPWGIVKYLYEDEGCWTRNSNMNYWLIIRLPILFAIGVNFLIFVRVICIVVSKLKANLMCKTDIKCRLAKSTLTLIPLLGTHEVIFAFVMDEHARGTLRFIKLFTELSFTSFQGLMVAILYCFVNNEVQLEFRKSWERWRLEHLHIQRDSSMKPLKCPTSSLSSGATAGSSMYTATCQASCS
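qHTS in 1536-well format: reporter HEK293 cells expressing constitutive GLP-1R activity in DMEM + 10% Nu serum, 24 hr with compounds at 37 deg C, luminescence read after 12 min with detection reagent.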
Akt phos inh – HTS Assay for Inhibitors of Akt Phophorylation: Primary Screen | Neuro2A IGF-stimulated pAkt S473 HTRF, 20 min; hits give low values | actives 0.32% (n = 360,000) | activity change, % for hits at 50 µM; in the data active = activity change below about -80%; inconclusive = mostly about -51% to -80%; also: % is scaled to controls: 0 for no effect and ±100 for the full control effect
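Neuro2A cells in DMEM with 0.5% FBS, overnight at 37 deg C, given compound at single 50 µM final, then IGF (6 nM final) for 20 min at 37 deg C. Lysed; phospho-Akt Ser473 by HTRF after 24 h, 665/615 ratio.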
D3 antag – qHTS of D3 Dopamine Receptor Antagonist: qHTS; AID 652054, 2013; D3R cells, DiscoveRx beta-arrestin luminescence, antagonist mode; hits give low values; actives 2.5% (n = 360,000); D(3) dopamine receptor (Homo sapiens), P35462; max response, negative = inhibition, %; in the data active = max response below about -50%; inconclusive = no clear call, values can overlap the other calls; also: % is scaled to controls: 0 for no effect and ±100 for the full control effect; mostly tested at two doses, the higher about 12 µM
Target sequence (P35462 whole entry, looked up): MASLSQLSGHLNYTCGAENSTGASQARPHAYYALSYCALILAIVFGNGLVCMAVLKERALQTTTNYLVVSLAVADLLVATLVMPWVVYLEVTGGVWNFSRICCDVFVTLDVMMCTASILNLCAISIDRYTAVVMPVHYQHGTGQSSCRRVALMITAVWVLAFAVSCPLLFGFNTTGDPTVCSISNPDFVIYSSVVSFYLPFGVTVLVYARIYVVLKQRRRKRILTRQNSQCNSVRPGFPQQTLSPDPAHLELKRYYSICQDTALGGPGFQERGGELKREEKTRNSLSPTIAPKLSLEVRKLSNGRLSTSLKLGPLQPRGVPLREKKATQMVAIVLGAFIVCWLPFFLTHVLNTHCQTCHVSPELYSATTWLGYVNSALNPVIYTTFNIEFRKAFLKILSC
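Cells plated overnight at 1500 cells/well, then exposed to library compounds with dopamine controls for 90 minutes at 37 degrees C. DiscoveRx reagent added for 30–60 minutes at room temperature; luminescence read, quantitative HTS format.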
Abeta yeast res – qHTS for compounds that reverse cellular toxicity of Amyloid beta (A-beta) peptide in yeast: Primary Screen. yeast expressing A-beta42, growth rescue, OD600, 48 h; response scale: 0% DMSO, 100% iron-clioquinol control. Potency, µM (doses to about 46.1 µM), for inactives: top-dose growth rescue, most hits filed as activators. actives 0.063% (n = 410,000). AID 1347071, 2019; also: potency is read from the fitted curve at half-maximal effect; nearly all actives have a fitted effect of over 55% in size
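Yeast growth medium received pinned compounds, then yeast cells expressing toxic A-beta were added; plates incubated at 30 C for 48 hr. Growth read as absorbance at 600 nm, normalized to DMSO and equimolar FeCl3 plus clioquinol controls.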
GLP-1R agonist – qHTS of GLP-1 Receptor Agonists. actives 0.007% (n = 380,000). Glucagon-like peptide 1 receptor (Homo sapiens), P43220. AID 624172, 2012. Potency, µM (titrated, usually from 45.6 µM), for inactives: top-dose activation, hits mostly activators. HEK293 GLP-1R CRE-luciferase, luminescence, 4-6 h; cells express a hypersensitive GLP-1R form; also: potency is read from the fitted curve at half-maximal effect; % of control where 0% means no effect
aSyn rescue – qHTS of alpha-syn Inhibitors; Potency, µM (top dose mostly 46.1 µM), for inactives: at the top dose growth rescue (activation), actives largely listed as activators; actives 0.14% (n = 370,000); AID 652106, 2013; Yeast expressing alpha-synuclein, growth rescue, BacTiter-Glo, 24 h; also: potency is read from the fitted curve at half-maximal effect; % of control where 0% means no effect; nearly all actives have a fitted effect of over 65% in size
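Screening used galactose-induced yeast with toxic alpha-synuclein levels, exposed to compound for 24 hr at 30 deg C. Cell growth, read with BacTiter-Glo luminescence, gave the measured signal.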
PTHR1 agonist – qHTS for PTHR1 Agonists: Primary Screen; Parathyroid hormone/parathyroid hormone-related peptide receptor (Homo sapiens), Q03431; HEK293 GP2 PTHR1 cells, GloSensor cAMP luminescence, 1 h; Potency, µM (titrated, usually from 115 µM), without a hit: top-dose activation, hits mostly activators; actives 0.075% (n = 410,000); AID 743266, 2014; also: potency is read from the fitted curve at half-maximal effect; nearly all actives have a fitted effect of over 55% in size; some results filed as inactive show a strong effect at the top dose; inactives centre near -15; many of its hits are not listed in these tables
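HEK-293-derived GP2 cells expressing PTHR1 and a GloSensor cAMP reporter, 3,000/well, plated overnight, given luciferin plus IBMX (each 0.5 mM as added) for 1 h at 37 °C, then compound for 1 h at 37 °C. Luminescence was read after 15 min at room temperature.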
TDP-43 yeast inh – qHTS of TDP-43 Inhibitors; actives 1.8% (n = 410,000); Potency, µM (doses to about 46.1 µM), inactives show top-dose growth rescue (activation), most hits filed as activators; TDP-43 expressing yeast growth rescue, BacTiter-Glo, 24 h; also: potency is read from the fitted curve at half-maximal effect; % of control where 0% means no effect; nearly all actives have a fitted effect of over 50% in size
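Readout is BacTiter-Glo luminescence of cell growth, so inhibitors register as activators. TDP-43-expressing yeast at OD600=0.02 in galactose medium, after raffinose pregrowth to mid-log, were incubated with compound for 24 hr at 30 deg C.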
FUS yeast rescue – qHTS for Suppressors of FUS Proteinopathy: Primary screen using FUS-linked yeast assay. S. cerevisiae FUS-expressing, growth rescue, OD600, 24 h. Potency, µM (series often up to 76.6 µM), for inactives: top-dose growth rescue (activation), usual class: activators. actives 0.24% (n = 390,000);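 also: potency is read from the fitted curve at half-maximal effect; plate controls were DMSO vehicle for no effect and reference control for full effect; nearly all actives have a fitted effect of over 55% in size; some results filed as inactive show a strong effect at the top dose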
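Absorbance at 600 nm, taken 24hr after compound addition, measured rescue of FUS-yeast growth at 30C. Induction used 2% galactose with seeding at OD 0.005. Controls: CP55940 from 92uM final, DMSO only.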
Numbers without * were called inactive; & = joins results of further samples; [ ] = another dose, or the depositor's remark. Unless noted, calls follow the shape of the dose curve; as a rule, active = well fitted curve in the direction sought with a large enough effect; inconclusive = small, poorly fitted or top-dose-only effect, or another doubt; inactive = no such curve, though single readings can be large; an effect the other way counts as inactive or inconclusive. Not all compounds are listed; rates above refer to the full screens.

Screening CCCCCn1c(SCCc2ccccc2)nc2c1c(=O)[nH]c(=O)n2C returned GLP-1R inv ag 20%, Akt phos inh -112%*, D3 antag 15, Abeta yeast res 23%, GLP-1R agonist 2%, aSyn rescue 9%, PTHR1 agonist -1%, TDP-43 yeast inh 20% and FUS yeast rescue -13%.
For CC(=O)N1CCCc2cc(S(=O)(=O)N3CCCC(C(=O)NCc4ccccc4Cl)C3)ccc21 (stereo unspecified) the results were GLP-1R inv ag inconclusive, Akt phos inh inactive, D3 antag 5, Abeta yeast res -2%&5%, GLP-1R agonist 13%, aSyn rescue 4%, PTHR1 agonist -1%, TDP-43 yeast inh 9%&-1% and FUS yeast rescue 28%&30%.
For O=C(N/N=C1\CCSc2ccc(F)cc21)c1cccnc1 the results were GLP-1R inv ag 1%, Akt phos inh inactive, D3 antag -7, Abeta yeast res 10%, GLP-1R agonist 12%, aSyn rescue -2%, PTHR1 agonist -2%, TDP-43 yeast inh 22% and FUS yeast rescue -27%.
CCOc1ccc(S(=O)(=O)N(CC(=O)NCc2cccnc2)c2ccc(F)cc2)cc1 was read as GLP-1R inv ag inconclusive, Akt phos inh inactive, D3 antag 9, Abeta yeast res -3%, GLP-1R agonist 7%, aSyn rescue -6%, PTHR1 agonist inactive, TDP-43 yeast inh 1% and FUS yeast rescue 6%.
For CC(C)(C)c1cc(NC(=O)COC(=O)c2ccccc2O)n(-c2ccccc2)n1 the results were GLP-1R inv ag inconclusive, Akt phos inh inactive, D3 antag 11, Abeta yeast res 8%, GLP-1R agonist 10%, aSyn rescue 5%, PTHR1 agonist -42%[inhibitor], TDP-43 yeast inh 29% and FUS yeast rescue 23%.
Screening CN(CC(=O)NC(=O)NCc1ccccc1)Cc1ccc(Cl)c(Cl)c1 returned GLP-1R inv ag inconclusive, Akt phos inh inactive, D3 antag -7, Abeta yeast res 17%, GLP-1R agonist -3%, aSyn rescue -2%, PTHR1 agonist inactive and TDP-43 yeast inh -20%.
For CCOC(=O)/C=C1\Nc2ccccc2OC1=O the results were GLP-1R inv ag 17%, Akt phos inh inactive, D3 antag 16, Abeta yeast res 0%, GLP-1R agonist -3%, aSyn rescue -8%, PTHR1 agonist -10% and TDP-43 yeast inh 1%.
`N#Cc1cc([N+](=O)[O-])ccc1NC(=O)COC(=O)C1CCC(=O)N1` (stereo unspecified) gave GLP-1R inv ag 3%, Akt phos inh inactive, D3 antag 2, Abeta yeast res -13%, GLP-1R agonist -5%, aSyn rescue 8%, PTHR1 agonist inactive and TDP-43 yeast inh 0%.
Screening Cc1ccc(CN(C)C[C@@H]2OCc3cnnn3CCCC(=O)N([C@H](C)CO)C[C@H]2C)cc1 returned GLP-1R inv ag 3%, Akt phos inh inactive, D3 antag 11, Abeta yeast res -2%, GLP-1R agonist 5%, aSyn rescue 2%, PTHR1 agonist -15%, TDP-43 yeast inh 0% and FUS yeast rescue -10%.
For O=C(c1nc2ccccn2c1CN1CCCC(O)C1)N1CCN(C2CCCCC2)CC1 (stereo unspecified) the results were GLP-1R inv ag 14%, Akt phos inh inactive, D3 antag -3, Abeta yeast res 13%, GLP-1R agonist 14%, aSyn rescue -3%, PTHR1 agonist 3%, TDP-43 yeast inh 2% and FUS yeast rescue -9%.
Screening CCNC(=O)C1(C)CCN(C(=O)c2ccc(N(C)C)cc2)C1 (stereo unspecified) returned GLP-1R inv ag 27%, Akt phos inh inactive, D3 antag 0, Abeta yeast res 13%, GLP-1R agonist -3%, aSyn rescue -1%, PTHR1 agonist inactive, TDP-43 yeast inh 0% and FUS yeast rescue -18%.
C[C@@H]1CN([C@H](C)CO)C(=O)c2cc(Br)cnc2O[C@H]1CN(C)C(=O)Nc1ccccc1F was read as GLP-1R inv ag 4%, Akt phos inh inactive, D3 antag 1, Abeta yeast res -8%, GLP-1R agonist -2%, aSyn rescue 0%, PTHR1 agonist -14%, TDP-43 yeast inh 16% and FUS yeast rescue -6%.
Cc1cccc(NC(=O)CCCC(=O)OC(C)C(=O)c2ccccc2)c1 (stereo unspecified) was read as GLP-1R inv ag -16%, Akt phos inh inactive, D3 antag -18, Abeta yeast res -1%, GLP-1R agonist 9%, aSyn rescue -2%, PTHR1 agonist -19%, TDP-43 yeast inh 7% and FUS yeast rescue 18%.
O=c1oc(-c2ccc(Cl)c(Cl)c2)nn1-c1ccc(C(F)(F)F)cn1 was read as GLP-1R inv ag 15%, Akt phos inh inactive, D3 antag -9, Abeta yeast res 9%, GLP-1R agonist 1%, aSyn rescue 7%, PTHR1 agonist -3%, TDP-43 yeast inh -1% and FUS yeast rescue -9%.
Cc1ccc(NC(=O)c2c(C(F)(F)F)nn(C)c2SCc2ccc(Cl)cc2)cc1C was read as GLP-1R inv ag inconclusive, Akt phos inh inactive, D3 antag 17, Abeta yeast res 2%, GLP-1R agonist -12%, aSyn rescue 8%, TDP-43 yeast inh -3% and FUS yeast rescue inconclusive.
For CC(=O)Nc1cc(-c2nc3ccccc3s2)ccc1C the results were GLP-1R inv ag 8%, Abeta yeast res -26%, PTHR1 agonist inactive, TDP-43 yeast inh -3% and FUS yeast rescue 10%.
For CCOc1ccc(Nc2nc(N(C)c3ccccc3)nc(N)c2[N+](=O)[O-])cc1 the results were GLP-1R inv ag 34%[activator], Akt phos inh inactive, D3 antag 12, Abeta yeast res -6%, GLP-1R agonist 16%, aSyn rescue -1%, PTHR1 agonist -12%, TDP-43 yeast inh -9% and FUS yeast rescue 0%.
For COc1ccc(CCN(C)C(=O)C(CCSC)NC(=O)c2ccco2)cc1OC (stereo unspecified) the results were GLP-1R inv ag 51%[activator], Akt phos inh inactive, D3 antag 7, Abeta yeast res -6%, GLP-1R agonist 0%, aSyn rescue -2%, PTHR1 agonist inactive, TDP-43 yeast inh 5% and FUS yeast rescue 3%.
For O=C(Nc1cccnc1Cl)c1cc(-c2ccc(F)cc2)on1 the results were GLP-1R inv ag 18%, Akt phos inh inactive, D3 antag -6, Abeta yeast res -12%, GLP-1R agonist 1%, aSyn rescue -2%, PTHR1 agonist inactive, TDP-43 yeast inh 4% and FUS yeast rescue 2%.
CN(C(=O)C1CCN(c2ncnc3c2nc2n3CCCCC2)CC1)c1ccccc1F was read as GLP-1R inv ag 5%, Abeta yeast res -2%, PTHR1 agonist inactive, TDP-43 yeast inh 0% and FUS yeast rescue 8%.
Cc1nn(-c2ccccc2)c2sc(C(=O)n3cccn3)cc12 was read as GLP-1R inv ag -9%, Akt phos inh inactive, D3 antag inconclusive, Abeta yeast res 8%, GLP-1R agonist -1%, aSyn rescue -3%, PTHR1 agonist -4%, TDP-43 yeast inh -10% and FUS yeast rescue 9%.
`CCOC(=O)CCSc1nc(C)c2cc(OC)ccc2n1` gave GLP-1R inv ag 0%, Akt phos inh inactive, D3 antag 4, Abeta yeast res 1%, GLP-1R agonist 12%, aSyn rescue 17%, PTHR1 agonist -3%, TDP-43 yeast inh 5% and FUS yeast rescue 7%.
Screening Cc1nc2ccccc2n1CCOc1ccccc1 returned GLP-1R inv ag -6%, Akt phos inh inactive, D3 antag 6, Abeta yeast res 1%, GLP-1R agonist 1%, aSyn rescue 1%, PTHR1 agonist -25%, TDP-43 yeast inh 7% and FUS yeast rescue 3%.
Screening Cc1ccc(SCc2nc(-c3ccncc3)no2)cc1 returned GLP-1R inv ag inconclusive, Akt phos inh inactive, D3 antag 8, Abeta yeast res 0%, GLP-1R agonist 18%, aSyn rescue 6%, PTHR1 agonist -27%, TDP-43 yeast inh 16µM* and FUS yeast rescue -2%.
`CCN(Cc1ccccc1)S(=O)(=O)c1ccccc1Br` gave GLP-1R inv ag inconclusive, Akt phos inh inactive, D3 antag -22, Abeta yeast res 8%, GLP-1R agonist -1%, aSyn rescue -10%, PTHR1 agonist -3%, TDP-43 yeast inh -8% and FUS yeast rescue -13%.
Screening CC12COC3(C(=O)NCCc4ccccc4)CC1CCC32C (stereo unspecified) returned GLP-1R inv ag inconclusive, Akt phos inh inactive, D3 antag 4, Abeta yeast res 22%, GLP-1R agonist 1%, aSyn rescue 8%, PTHR1 agonist -25% and TDP-43 yeast inh 11%.
For Cc1ccc(C(=O)Nc2cccc(NC(=O)CN3CCCCC3)c2)cc1 the results were GLP-1R inv ag inconclusive, Akt phos inh inactive, D3 antag -20, Abeta yeast res 4%, GLP-1R agonist 6%, aSyn rescue 2%, PTHR1 agonist 7%, TDP-43 yeast inh 0% and FUS yeast rescue 20%.
Screening c1ccc(SCc2nc3ccccc3[nH]2)nc1 returned GLP-1R inv ag -4%, Akt phos inh inactive, D3 antag 16, Abeta yeast res 5%, GLP-1R agonist 4%, aSyn rescue -9%, PTHR1 agonist inactive, TDP-43 yeast inh -17% and FUS yeast rescue 8%.
Cc1ccc(NS(=O)(=O)c2cc(C(=O)NCCSC3CCCCC3)ccc2C)cc1 was read as GLP-1R inv ag inconclusive, Akt phos inh inactive, D3 antag -25, Abeta yeast res 4%, GLP-1R agonist 7%, aSyn rescue 8%, PTHR1 agonist inactive, TDP-43 yeast inh -13% and FUS yeast rescue 30%.
Screening O=C(COC(=O)c1cccc([N+](=O)[O-])c1)Nc1ncc(Br)s1 returned GLP-1R inv ag -11%, Akt phos inh inactive, D3 antag -1, Abeta yeast res 5%, GLP-1R agonist 1%, aSyn rescue 0%, PTHR1 agonist inactive, TDP-43 yeast inh 9% and FUS yeast rescue 21%.
